Bioassay records deposited in PubChem by several laboratories.
MDM2 E3 inh: MDM2-luciferase reporter signal enhancers, primary screen, MDM2 E3 ligase inhibitor project, cell-based, luminescence, 1536-well; cell-based MDM2 ubiquitination luciferase reporter, 2 h; 0 = plate control, 100 = twice control, blank-subtracted; 210,000 tested, 0.11% active; AID 1230, 2008; signal enhancement, % at 5 µM; E3 ubiquitin-protein ligase Mdm2 (Homo sapiens), Q00987;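 active means signal enhancement of 30% or more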;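 further: luminescence tracks abundance of the self-degrading MDM2-luciferase fusion protein; higher signal means inhibition of MDM2 E3 ligase activity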
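Assay system: stable mammalian line carrying autodegrading MDM2–luciferase fusion reporter; Input: 2000 cells in each well; Compound dosing: single-point 5 µM; Schedule: 2 h compound exposure at 37 °C; Signal: SteadyLite luciferase luminescence after 15 min room-temperature reagent incubation; Evaluation: % luminescence enhancement versus blank-corrected plate control mean; Benchmarks: plate controls and plate blanks.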
hK5 inh: human KLK5 protease inhibitors, primary screen, biochemical, 1536-well | recombinant hK5, fluorogenic AMC substrate cleavage | inhibition, % at 5 µM | 210,000 tested, 0.59% active;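 active means inhibition of 40% or more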;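 further: 0% = enzyme controls without compound and 100% = no-enzyme blanks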
Rad51 HR inh: human RAD51 strand exchange inhibitors, primary screen, biochemical, fluorescence. hRad51 DNA strand exchange, fluorescence dequenching. 200,000 tested, 0.085% active. DNA repair protein RAD51 homolog 1 (Homo sapiens), Q06609. inhibition, % at 10 µM. AID 1385, 2008;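 active means inhibition above 40% at the single screening dose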;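 further: 0% = DMSO control wells and 100% = blanks with heterologous ssDNA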
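Test system: preformed human Rad51 ssDNA filaments. Compound dosing: single dose, 10 µM final compound. Incubation: filaments 15 min 37 °C, then compound 30 min. Technique: FRET fluorescence dequenching, excitation 485 nm, emission 520 nm. Read-out basis: percent inhibition from fluorescence, normalised to plate control and blank means. Benchmarks: plate controls and plate blanks.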
FXIa inh 1536: human FXIa protease inhibitors, primary screen, biochemical, 1536-well. Coagulation factor XI (Homo sapiens), P03951. purified FXIa, Boc-Glu-Ala-Arg-AMC fluorogenic substrate. inhibition, % at 5 µM. 220,000 tested, 0.14% active. AID 798, 2007;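 active means inhibition of at least 40%; inactive means inhibition below 40%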;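 further: fluorescence of freed AMC excited at 355 nm; 0% = enzyme without compound and 100% = no enzyme blank; many of its hits are not listed in these tables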
eIF4E 4G PPI: eIF4E–eIF4G protein interaction inhibitors, primary screen, biochemical, uHTS, TR-FRET, eIF4GI fragment | Eukaryotic translation initiation factor 4E (Mus musculus) + Eukaryotic translation … | TR-FRET eIF4E-eIF4GI(517-606) binding, 2 h | inhibition, % at 21.7 µM | AID 782, 2007 | 220,000 tested, 0.37% active;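 active means inhibition above about 30%, limit read from the data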;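 further: 0% = full FRET control wells and 100% = background wells lacking eIF4GI fragment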
14-3-3 Bad PPI: inhibitors of 14-3-3 zeta/Bad binding, primary screen, biochemical, TR-FRET, bovine 14-3-3 zeta. 14-3-3 protein zeta/delta (Bos taurus), P63103. TR-FRET 14-3-3zeta/Dy647-pBad peptide displacement, 1 h. inhibition, % at 21.7 µM. 220,000 tested, 0.71% active. AID 781, 2007;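 active means inhibition above about 70%, limit read from the data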;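 further: 0% = full 14-3-3 plus peptide FRET controls and 100% = background without 14-3-3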
p97 ATPase inh: inhibitors of human p97 ATPase, primary screen, biochemical | Transitional endoplasmic reticulum ATPase (Homo sapiens), P55072 | 220,000 tested, 0.42% active | recombinant p97 ATPase, Kinase-Glo ATP luminescence, 3 h | inhibition, % at 8 µM; in the data active means inhibition above about 15%;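 further: 0% = DMSO vehicle and 100% = wells lacking enzyme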
FXIIa inh: human FXIIa protease inhibitors, primary screen, biochemical, 1536-well; purified FXIIa, Boc-QGR-AMC fluorogenic substrate, 2 h; inhibition, % at 5 µM; 220,000 tested, 0.3% active; AID 800, 2007; in the data active means inhibition above about 40%;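 further: 0% = enzyme with no compound and 100% = blank without enzyme; many of its hits are not listed in these tables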
Wee1 degr inh: Wee1 degradation inhibitors, primary screen, cell-based, HeLa, Wee1K328M-luciferase, luminescence | Wee1-like protein kinase (Homo sapiens), P30291 | HeLa Luc-Wee1K328M stability; 100% = proteasome inhibitor MG132 effect | reporter increase, % at 5 µM | 220,000 tested, 1.2% active;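 active means activation above the mean of all tested compounds plus 3 SD, set per screening run, cut at about 8.8% in these data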;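 further: cells exposed to compound for 20 h before luminescence read; 0% = DMSO alone and 100% = MG132 at 30 µM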
Active calls of the source: *; nt = no result given; [ ] = another dose, or the depositor's remark. The order is random; 3.5% or so of the library scored in one or more.

SMILES	MDM2 E3 inh	hK5 inh	Rad51 HR inh	FXIa inh 1536	eIF4E 4G PPI	14-3-3 Bad PPI	p97 ATPase inh	FXIIa inh	Wee1 degr inh
O=C(Cc1ccccc1)NCC(=O)OCC(=O)c1ccc([N+](=O)[O-])cc1	-4	-8	-6	1	5[fluorescence artefact?]	-1	2	5	0
C/C(=N\N=c1/sc2ccccc2n1C)c1ccc(N2CCOCC2)cc1	-12	4	-1	-4	12	-9	2	5	14*
Brc1ccc(-c2cn3cccnc3n2)cc1	-41	-65	-5	-9	17	-7	0	-27	1
CN1C(=O)c2ccccc2C(C(=O)NCCCN2CCCC2=O)C1c1c[nH]c2ccccc12 (stereo not drawn)	-21	-15	12	2	7	-5	1	11	-1
O=C(NC12CC3CC(CC(C3)C1)C2)N1CCN(C2CCCCC2)CC1	-18	-18	-7	-4	-4	-5	-1	-1	-1
COc1ccc(C(=O)COC(=O)CCN2C(=O)[C@@H]3[C@H](C2=O)[C@@H]2C[C@H]3C(Br)C2Br)cc1 (stereo partly drawn)	0	-5	-39	16	21	25	0	21	-2
Cc1ccccc1NC(=O)CSC(N)=O	-8	-12	-7	-4	-3[fluorescence artefact?]	-13[fluorescence artefact?]	2	17	0
O=C(CN1C(=O)NC2(CCCCCC2)C1=O)Nc1ccc(S(=O)(=O)N2CCOCC2)cc1	-7	-9	-12	0	-5	-4	1	15	0
S=C(NCc1ccco1)N1CCN(c2ccccc2Cl)CC1	-2	-20	1	-3	-1	-6	1	-3	0
O=C(COc1ccccc1C(=O)c1cnn(-c2ccccc2)c1)Nc1ccccc1	-7	-7	6	24	0	84*[fluorescence artefact?]	1	27	-1
C=C(c1ccc(O)cc1)c1ccc(O)cc1	4	-9	5	3	11[fluorescence artefact?]	-9	1	18	0
COc1cc(C2C(C#N)=C(N)Oc3n[nH]c(C)c32)ccc1OC(=O)c1ccccc1 (stereo not drawn)	-17	-10	0	-5	-14	-1	-5	6	0
C=C1SC(Nc2c(C)cc(C)cc2C)=NC12CCCCC2	-10	0	7	5	1	-3	3	13	4
O=C(Nc1cc([N+](=O)[O-])ccc1N1CCCC1)c1ccccc1	-5	-21	8	-3	-2	-4	2	-5	1
Cn1cccc1/C=N/NC(=O)Cc1ccccc1	nt	6	nt	4	4	5	5	9	-1
COc1ccccc1Cn1c(CCCO)nc2ccccc21	-14	-2	-3	0	-5	0	1	8	-3
Cc1nn(C)cc1CNC(=O)Nc1ccc(Cl)cc1	-2	-6	7	13	1	-6	2	3	-2
Clc1ccc2nc(CSc3nncn3-c3ccccc3)cn2c1	-13	1	0	-2	2[fluorescence artefact?]	-4	7	-12	0
CCOc1ccccc1CN(Cc1ccco1)S(=O)(=O)c1ccc(-n2cnnn2)c(OC)c1	-8	2	-3	-1	-3	10	-11	1	-1
COc1ccccc1NC(=O)c1nn(-c2ccc(OC(F)(F)F)cc2)ccc1=O	7	-18	-12	-1	-17	7[fluorescence artefact?]	2	11	-1
CCCCC(=O)C1=C(N2CCCC2)CC(C)(C)CC1=O	nt	-6	-18	0	2[fluorescence artefact?]	-5[fluorescence artefact?]	3	8	4
COc1ccc(OC)c(Cc2nnc(CCC(=O)NC3CCCC3)o2)c1	4	5	6	5	-2	-1	1	15	-2
CCCN1CCN(C(=S)Nc2sc(CC)cc2C(=O)OC)CC1	-11	nt	nt	0	3	-2	-2	5	-2
CCC(C)n1ncn(-c2ccc(N3CCN(c4ccc(OC)cc4)CC3)cc2)c1=O (stereo not drawn)	-12	-1	nt	-6	2	15	-6	2	1
CNc1cc(-n2nc(C)cc2-c2ccccc2)ncn1	-1	0	8	22	4	9	7	24	-2
COc1cc(C(=O)NCc2ccc(C)cc2)ccc1OC(F)F	-20	-4	16	6	-1	-11	-6	16	5
Fc1ccc(CNC(=S)Nc2cccc(Cl)c2)cc1	nt	-13	nt	12	-1[fluorescence artefact?]	-9[fluorescence artefact?]	4	12	2
COc1cc(CC(=O)OC2CCOC2=O)cc(OC)c1OC (stereo not drawn)	-23	-7	-3	-1	-2	-14[fluorescence artefact?]	-3	3	-1
O=C(Cc1ccc(F)cc1)OCn1nnc2ccccc2c1=O	-6	-1	6	0	1	11	0	10	-3
COc1cccc(/C=N/n2c(N)c(S(=O)(=O)c3cccs3)c3nc4ccccc4nc32)c1OC	-24	9	-2	4	-13	-4	8	44*	-4
COc1ccccc1NC(=O)c1cccc(NC(=O)c2ccco2)c1	0	-11	3	2	-1	0	7	19	2
NC(=NCCc1c[nH]c2ccccc12)NS(=O)(=O)c1cc(F)ccc1F	-3	-12	-8	-2	7	-7[fluorescence artefact?]	-2	2	0
CCc1ccccc1N1CSC2=C(C#N)C(c3cc(OC)c(OC)cc3OC)CC(=O)N2C1 (stereo not drawn)	-19	-11	-8	8	18[fluorescence artefact?]	12[fluorescence artefact?]	6	15	0
CCOC(=O)C1=C2SCC(=O)N2C(N)=C(C#N)C1	-15	1	-3	-7	4	-5	3	-4	-1
Cc1ccc(NC(=S)Nc2ccccn2)cc1C	-9	12	-11	0	-3	-1	2	3	6
O=C1CC(N2CCN(c3ccc(S(=O)(=O)N4CCOCC4)cc3)CC2)C(=O)N1Cc1ccccc1 (stereo not drawn)	2	-20	-3	2	-22	5	1	5	-2

Entries shown so far with bromine:
SMILES	MDM2 E3 inh	hK5 inh	Rad51 HR inh	FXIa inh 1536	eIF4E 4G PPI	14-3-3 Bad PPI	p97 ATPase inh	FXIIa inh	Wee1 degr inh
Brc1ccc(-c2cn3cccnc3n2)cc1	-41	-65	-5	-9	17	-7	0	-27	1
COc1ccc(C(=O)COC(=O)CCN2C(=O)[C@@H]3[C@H](C2=O)[C@@H]2C[C@H]3C(Br)C2Br)cc1 (stereo partly drawn)	0	-5	-39	16	21	25	0	21	-2

(further entries)
SMILES	MDM2 E3 inh	hK5 inh	Rad51 HR inh	FXIa inh 1536	eIF4E 4G PPI	14-3-3 Bad PPI	p97 ATPase inh	FXIIa inh	Wee1 degr inh
CCOc1ccc(S(=O)(=O)N(C)c2ccc(OCC(=O)N3c4ccc(C)cc4C4CN(C)CCC43)cc2)cc1 (stereo not drawn)	-51	nt	nt	7	-4	11	-3	21	13*
O=c1cc(N2CCc3ccccc3C2)[nH]c(=O)n1-c1ccc(Cl)cc1	-17	12	-4	4	0[fluorescence artefact?]	7[fluorescence artefact?]	3	10	-1
Cc1ccc(-c2cc(C(=O)NCCN3CCOCC3)no2)cc1	-7	-1	6	-7	2	1	-7	3	-1
Cc1cc(C(F)F)n2ncc(C(=O)NCCc3ccccc3Cl)c2n1	-5	-1	1	4	-11	11	-5	11	-1
CCS(=O)(=O)N1CCC(c2nc(-c3ccc(C)cc3)no2)CC1	-3	-7	nt	3	4	0	-7	8	3
Cc1noc(C)c1C(=O)OCC(=O)NC1CC1	1	-6	-1	2	5	-7[fluorescence artefact?]	-1	22	-1
CCC1=[N+](C)c2cccc3cccc(c23)N1C	-24	0	22	-2	4	-1	4	10	2
CCOC(=O)Cc1csc(NS(=O)(=O)c2ccc3c4c(cccc24)C(=O)N3CC)n1	15	2	8	-4	2	0	4	-5	0
CC1(C)CC(NC(=O)c2c(N)no[n+]2[O-])CC(C)(C)N1	-11	-11	-45	-4	-1	-1	8	0	0
Nc1nnnn1/N=C/C(Br)=C/c1ccccc1	17	4	1	6	-1	4[fluorescence artefact?]	9	13	1
CC(C)(C#CCN1CCCCC1)OCCOC(c1ccccc1)c1ccccc1	-5	-6	5	6	3[fluorescence artefact?]	5	-5	3	-1
CCOc1cc(C2CC(=O)N3CN(C4CCCCC4)CSC3=C2C#N)ccc1O (stereo not drawn)	-19	-9	4	1	2	1	8	-2	2

Quoted at random: 4 records from the list, in no set order.
SMILES	MDM2 E3 inh	hK5 inh	Rad51 HR inh	FXIa inh 1536	eIF4E 4G PPI	14-3-3 Bad PPI	p97 ATPase inh	FXIIa inh	Wee1 degr inh
CCS(=O)(=O)N1CCC(c2nc(-c3ccc(C)cc3)no2)CC1	-3	-7	nt	3	4	0	-7	8	3
CC(C)(C#CCN1CCCCC1)OCCOC(c1ccccc1)c1ccccc1	-5	-6	5	6	3[fluorescence artefact?]	5	-5	3	-1
CCOc1cc(C2CC(=O)N3CN(C4CCCCC4)CSC3=C2C#N)ccc1O (stereo not drawn)	-19	-9	4	1	2	1	8	-2	2
Cc1ccc(-c2cc(C(=O)NCCN3CCOCC3)no2)cc1	-7	-1	6	-7	2	1	-7	3	-1

Complete entries as entered above. Order of values: MDM2 E3 inh, hK5 inh, Rad51 HR inh, FXIa inh 1536, eIF4E 4G PPI, 14-3-3 Bad PPI, p97 ATPase inh, FXIIa inh, Wee1 degr inh
CCc1ccccc1N1CSC2=C(C#N)C(c3cc(OC)c(OC)cc3OC)CC(=O)N2C1 (stereo not drawn) is entered as -19, -11, -8, 8, 18[fluorescence artefact?], 12[fluorescence artefact?], 6, 15, 0
COc1cc(C(=O)NCc2ccc(C)cc2)ccc1OC(F)F is entered as -20, -4, 16, 6, -1, -11, -6, 16, 5
COc1ccccc1NC(=O)c1cccc(NC(=O)c2ccco2)c1 is entered as 0, -11, 3, 2, -1, 0, 7, 19, 2

(listing goes on)
SMILES	MDM2 E3 inh	hK5 inh	Rad51 HR inh	FXIa inh 1536	eIF4E 4G PPI	14-3-3 Bad PPI	p97 ATPase inh	FXIIa inh	Wee1 degr inh
COc1ccc(CNC(=O)CCCNS(=O)(=O)c2cccc3nonc23)cc1	-1	-6	1	3	-6[fluorescence artefact?]	0	5	-8	-1
COc1ccc(NC(=O)c2cc3sccc3n2Cc2ccc(F)cc2)cc1OC	-3	3	-1	-1	1	5	-2	10	0
CC/C=C/C(=O)N1CC2(CC(c3cccc(NC(=O)CC)c3)=NO2)C[C@H]1C(N)=O (stereo partly drawn)	-4	-2	4	-2	-2	0	nt	5	nt
CCOc1ccc(C(=O)N2CCCC2)cc1OC	-8	3	4	-3	4[fluorescence artefact?]	4[fluorescence artefact?]	-2	7	-3
CCC1=C(OC(=O)N(CC)CC)N2C(=O)OC(=NCCc3c[nH]c4ccccc34)[C@]2(Cc2ccccc2)[C@H]2C1=CC[C@H]1C(=O)N(c3ccccc3)C(=O)[C@H]12	14	1	3	2	-1	-4	nt	5	nt
O=S(=O)(Cc1noc(-c2ccc(OC(F)(F)F)cc2)n1)c1ccc(F)cc1	-12	6	-3	1	-1	0	1	12	5
CCOC(=O)c1[nH]c(C)c(C(=O)Nc2ccc(C)cc2C)c1C	-19	80*	1	10	-1	-2	0	21	1
